# Bioassay records: PubChem BioAssay, Sanford-Burnham Center for Chemical Genomics
# LMPTP inh: blocks human LMPTP phosphatase. actives 0.22% (n = 360,000). P24666. recombinant LMPTP-A, OMFP fluorogenic substrate, fluorescence intensity. inhibition, % at 20 µM. AID 651560;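 active = compounds that cut the enzyme signal by at least half of the control window in the single-dose screen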;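 also: plate controls were DMSO wells with enzyme plus substrate for no effect and substrate without enzyme for full effect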
#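 Test system: LMPTP-A phosphatase enzyme; input: 0.625 nM LMPTP-A final; reagent: OMFP substrate, 400 µM final; compound dosing: 20 µM single dose, 3% DMSO; incubation: 50 min dark incubation at room temperature; measured by: endpoint fluorescence intensity from OMFP dephosphorylation; measure: % inhibition relative to no-enzyme and uninhibited control wells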
# STEP block: inhibitors of human striatal-enriched phosphatase STEP. actives 0.25% (n = 360,000). recombinant STEP, OMFP fluorogenic substrate, fluorescence. P54829. AID 588621. inhibition, % at 20 µM;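 active = inhibition at 20 µM, scaled per plate between control wells, above about 37%, limit read from the data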;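 also: 0% = DMSO with enzyme and substrate and 100% = substrate only without enzyme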
#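 material = STEP tyrosine phosphatase | reagent = fluorogenic phosphatase substrate OMFP at 25 µM final | doses = single compound dose of 20 µM, 1% DMSO final | schedule = 20 min reaction, room temperature, in the dark | measured by = fluorescence, 480/540 nm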
# CendR NRP1 mod: NRP-1/CendR interaction modulation; O14786; FAM-RPARPAR peptide binding to NRP-1, fluorescence polarization; inhibition, % at 25 µM; actives 0.85% (n = 360,000); AID 602438;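 active = inhibition or corrected inhibition above about 18%, plus a signal ratio from 0.5 to 1.5, limit read from the data, passing the limit was not always enough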; also: strong numbers were not always called active
# Target sequence (O14786 whole entry, looked up): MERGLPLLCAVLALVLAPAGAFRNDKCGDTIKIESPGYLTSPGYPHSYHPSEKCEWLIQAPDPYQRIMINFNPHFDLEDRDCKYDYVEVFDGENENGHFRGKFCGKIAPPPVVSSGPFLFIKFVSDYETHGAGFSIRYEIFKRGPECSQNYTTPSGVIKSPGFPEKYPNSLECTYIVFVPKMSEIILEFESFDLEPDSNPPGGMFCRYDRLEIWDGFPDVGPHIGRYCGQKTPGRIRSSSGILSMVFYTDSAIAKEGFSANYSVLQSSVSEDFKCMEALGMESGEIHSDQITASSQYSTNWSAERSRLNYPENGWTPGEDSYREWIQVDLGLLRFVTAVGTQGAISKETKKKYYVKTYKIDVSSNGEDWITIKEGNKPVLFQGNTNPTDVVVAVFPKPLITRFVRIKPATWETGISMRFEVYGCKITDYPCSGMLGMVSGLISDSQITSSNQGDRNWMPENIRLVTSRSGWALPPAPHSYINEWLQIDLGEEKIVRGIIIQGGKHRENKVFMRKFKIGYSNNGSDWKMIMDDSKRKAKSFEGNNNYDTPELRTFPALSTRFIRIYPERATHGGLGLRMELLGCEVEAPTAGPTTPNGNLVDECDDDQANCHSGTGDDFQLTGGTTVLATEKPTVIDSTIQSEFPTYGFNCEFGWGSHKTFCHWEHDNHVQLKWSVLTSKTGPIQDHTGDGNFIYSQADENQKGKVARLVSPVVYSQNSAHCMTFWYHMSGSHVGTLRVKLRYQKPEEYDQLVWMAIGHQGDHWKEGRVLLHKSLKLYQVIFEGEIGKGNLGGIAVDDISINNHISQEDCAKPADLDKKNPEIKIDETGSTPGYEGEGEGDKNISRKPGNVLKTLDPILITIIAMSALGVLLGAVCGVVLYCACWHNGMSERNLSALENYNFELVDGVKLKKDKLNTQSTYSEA
# SUMO1 PPI mod: modulators of human SUMO1-mediated protein-protein interactions; P63165; SUMO1 binding to a labelled peptide, TR-FRET, 1 h; inhibition, % at 20 µM; actives 0.33% (n = 360,000); AID 602429; in the data active = inhibition above about 37%
# Scp-1 inhibitor: Scp-1 (human) phosphatase inhibition; Recombinant Scp1, phosphopeptide, malachite green phosphate absorbance; inhibition, % at 20 µM; Q9GZU7; AID 493091; actives 0.88% (n = 340,000);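 active = inhibition above about 50% at 20 µM, limit read from the data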;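 also: plate controls were DMSO wells with enzyme for no effect and wells lacking enzyme for full effect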
# Target sequence (Q9GZU7 76-261 limits assumed): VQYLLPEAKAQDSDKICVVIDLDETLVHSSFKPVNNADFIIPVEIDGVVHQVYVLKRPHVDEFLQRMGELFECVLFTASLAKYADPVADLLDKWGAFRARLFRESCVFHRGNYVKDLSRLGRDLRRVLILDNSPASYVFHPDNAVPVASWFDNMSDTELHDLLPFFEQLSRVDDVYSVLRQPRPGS
#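 Times: enzyme reaction 45 min at room temperature, colour 5 min, stabilisation 30 min. Material: SCP-1 catalytic fragment, aa 76-261. Medium: Acidic Tris acetate buffer with magnesium and detergent. Signal: colorimetric free-phosphate detection, absorbance 630 nm. Read-out basis: % inhibition of SCP-1 phosphate liberation. Reagent: Phosphorylated 17-residue peptide substrate.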
# DNMT1 block: blocks human DNA methyltransferase DNMT1; P26358; DNMT1 molecular beacon, Hinp1I cleavage, fluorescence; inhibition (reported as % activation of signal), % at 10 µM; actives 0.83% (n = 360,000); AID 588458; in the data active = inhibition above about 50%
# MT1-MMP act inh: blocks activation of human MT1-MMP. P50281. actives 0.061% (n = 360,000). GFP/RFP ratio change, % at 20 µM. HT1080 RFP-PRO-GFP cells, GFP/RFP ratio fluorescence, overnight; percent of plate control window, DMSO zero. AID 651647;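 active = GFP/RFP ratio change of at least 30% with cell ATP level not reduced by more than half and red fluorescence within 50% of control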; also: strong numbers were not always called active
#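 Material – HT1080 RFP-PRO-GFP cells · Control set – DMSO wells and RFP-L50D-GFP cells · Incubation – overnight cell settling, then overnight compound exposure, 37 °C, 5% CO2 · Compound dosing – single-point 20 µM compound, 1% DMSO · Read-out – GFP/RFP fluorescence ratio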
# SKN-1 block: inhibitors of C. elegans SKN-1; C. elegans VP596 Pgst-4::GFP/RFP ratio, acrylamide-induced, 24 h; inhibition, % at 21.8 µM; AID 624304; actives 0.49% (n = 360,000);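 active = interference check ratio from 0.5 to 1.5 plus GFP to RFP signal ratio inhibition reaching or exceeding a fixed threshold, cut at about 30% in these data, passing the limit was not always enough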; also: some compounds called inactive have numbers as strong as hits
# NadD block: blocks S. aureus nicotinate mononucleotide adenylyltransferase; actives 0.78% (n = 360,000); purified NadD enzyme, colorimetric absorbance read-out; inhibition, % at 20 µM; AID 602399; in the data active = inhibition above about 26%; also: some compounds past the cut are filed as inactive
# Rpn11 inh: inhibitors of human proteasome Rpn11. actives 0.59% (n = 360,000). calls only at 20 µM. O00487. human 26S proteasome, Ub4-pepOG fluorescence polarization; 20S core pre-blocked with epoxomicin;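 active = inhibition at 20 µM, scaled to each plate's controls, above about 33%, limit read from the data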
# Starred values were filed as active, the others as inactive; i = inactive; . = no result given.
Compound	LMPTP inh	STEP block	CendR NRP1 mod	SUMO1 PPI mod	Scp-1 inhibitor	DNMT1 block	MT1-MMP act inh	SKN-1 block	NadD block	Rpn11 inh
COc1cccc(/C=C/C(=O)OCC(=O)NCC2CCCO2)c1OC (stereo not drawn)	-2.5	-3	-8	-2	-7	1	-2	-11	-4	i
N#Cc1c(NC(=O)C(=O)NCCCN2CCOCC2)sc2c1CCCC2	-2.3	-2	6	-12	-4	-2	-2	-4	-6	i
O=C(NNc1ccccc1[N+](=O)[O-])Nc1ccc(Cl)c(Cl)c1	3.1	-3	8	-6	1	0	9	6	-5	i
NNC(=O)CSc1nnc(-c2ccccc2)n1-c1ccccc1	-0.1	-1	-17	0	-3	-1	3	-2	-4	i
COc1cccc(-c2nn(-c3ccccc3)cc2/C=C\C(=O)c2cccs2)c1	3.5	2	-13	-1	-14	0	-7	-10	-2	i
C=CCn1c(SCc2nc3sc(C(=O)O)c(C)c3c(=O)[nH]2)nnc1-c1ccc(C(C)(C)C)cc1	0.5	8	-79	16	69*	11	-1	9	15	i
O=C(OCC(=O)C12CC3CC(CC(C3)C1)C2)c1ccc(O)cc1O	3.6	2	-4	7	7	6	2	-1	-7	i
COc1ccc(C(=O)Nc2nnc(Cc3ccc(OC)c(OC)c3)s2)cc1	-1.0	2	-18	0	-5	-4	4	2	-6	i
COCCCNC(=O)CSc1ccsc1[N+](=O)[O-]	1.0	1	11	-18	19	0	-1	-10	-1	i
COC(=O)c1ccc2[nH]c3cccc(/C(=C/c4ccccc4)c4ccccc4)c3c2c1	4.3	1	12	2	-21	-33	2	14	9	i
COc1ccc(C(=O)NCC2CCCO2)cc1OC (stereo not drawn)	-0.5	-1	2	1	-7	1	0	-4	-5	i
COC(=O)CNC(=O)c1ccccc1F	-0.8	0	1	-1	2	3	2	8	3	i
O=C(COc1ccc(S(=O)(=O)N2CCOCC2)cc1)NCCc1ccccc1	0.2	2	9	2	-9	1	2	4	-6	i
Cc1cccc(N2CCN(Cc3cnc(Cl)s3)CC2C)c1 (stereo not drawn)	-0.3	2	-11	0	-10	0	-2	0	-8	i
CCOC(=O)c1ccc(NC(=O)c2cccc(C)c2[N+](=O)[O-])cc1	0.4	-4	2	-3	3	4	-2	3	-7	i
CCC(=O)Nc1c(S(=O)(=O)c2ccc(C)cc2)c2nc3ccccc3nc2n1C(C)c1ccccc1 (stereo not drawn)	1.9	0	-18	-7	-13	-11	-9	-1	9	i
CCC(C)N1CC(=O)N2Cc3[nH]c4ccccc4c3C[C@H]2C1=O (stereo partly drawn)	1.2	-2	11	-6	-4	3	-2	20	0	i
Cn1cnc(S(=O)(=O)N2CCCCC2c2cc(C(=O)Nc3cccc(C#N)c3)no2)c1 (stereo not drawn)	-0.7	1	-11	-1	.	-1	3	18	2	i
COc1ccc(-c2cc([C@H]3[C@@H]4C=CCC[C@@]4(C)C(=O)N3Cc3ccccc3)ccc2F)cc1OC	6.9	3	-1	7	-11	-14	-15	-2	3	i
COc1ccccc1C(=O)Nc1ccccc1C(=O)NCc1ccco1	-0.5	-4	-10	0	-2	2	1	-6	-6	i
O=C(NC1CCN(Cc2ccccc2)CC1)c1ccccc1NS(=O)(=O)c1ccc(F)cc1	-0.7	-1	15	4	-3	-2	4	-4	-5	i
CC1(C(=O)OCC(=O)Nc2nnc(-c3ccccc3)o2)CC1(Cl)Cl (stereo not drawn)	-2.4	1	-12	2	-8	2	0	10	8	i
COc1ccc(Oc2c(Cl)cnn(-c3ccccc3)c2=O)cc1	0.1	-4	5	-13	-13	-1	1	-3	-5	i
NNS(=O)(=O)c1ccc(Cc2ncc(C(F)(F)F)cc2Cl)s1	-0.2	2	-7	3	-5	1	2	7	0	i
N#C/C(C(=O)Oc1ccccc1)=C1\C=Cc2ccccc2N1	0.6	-3	-3	-6	-12	-1	-4	12	1	i
CSc1cccc(NC(=S)N(CCCN2CCCC2)Cc2cccs2)c1	-3.1	2	5	-4	-1	-1	1	-6	-7	i
COc1cc(/C=C(\NC(C)=O)C(=O)Nc2ccc(NC(C)=O)cc2)ccc1OC(C)=O	0.9	-6	-3	-6	1	-1	2	-4	0	i
COc1ccc(S(=O)(=O)NCc2ccc(C(=O)N(C)Cc3ccco3)cc2)cc1	-0.6	1	-2	-1	-10	-2	4	12	4	i
O=C(COC(=O)Cc1n[nH]c(=O)c2ccccc12)Nc1ccc(Cl)cc1F	-1.5	-1	-6	3	1	2	0	-7	-4	i
Cc1ccc(C)c(NC(=O)CN(C)C(=O)c2cccc(S(=O)(=O)N3CCN(Cc4ccccc4)CC3)c2)c1	-9.2	0	4	-35	-7	-3	-4	6	9	i

# Single records (already shown).
# Entry for O=C(NC1CCN(Cc2ccccc2)CC1)c1ccccc1NS(=O)(=O)c1ccc(F)cc1 : LMPTP inh = -0.7; STEP block = -1; CendR NRP1 mod = 15; SUMO1 PPI mod = 4; Scp-1 inhibitor = -3; DNMT1 block = -2; MT1-MMP act inh = 4; SKN-1 block = -4; NadD block = -5; Rpn11 inh = i
# Entry for COc1ccc(C(=O)Nc2nnc(Cc3ccc(OC)c(OC)c3)s2)cc1 : LMPTP inh = -1.0; STEP block = 2; CendR NRP1 mod = -18; SUMO1 PPI mod = 0; Scp-1 inhibitor = -5; DNMT1 block = -4; MT1-MMP act inh = 4; SKN-1 block = 2; NadD block = -6; Rpn11 inh = i

# 3 structures out of the list, ordered by molar mass, high to low.
Compound	LMPTP inh	STEP block	CendR NRP1 mod	SUMO1 PPI mod	Scp-1 inhibitor	DNMT1 block	MT1-MMP act inh	SKN-1 block	NadD block	Rpn11 inh
CCC(=O)Nc1c(S(=O)(=O)c2ccc(C)cc2)c2nc3ccccc3nc2n1C(C)c1ccccc1 (stereo not drawn)	1.9	0	-18	-7	-13	-11	-9	-1	9	i
C=CCn1c(SCc2nc3sc(C(=O)O)c(C)c3c(=O)[nH]2)nnc1-c1ccc(C(C)(C)C)cc1	0.5	8	-79	16	69*	11	-1	9	15	i
O=C(NC1CCN(Cc2ccccc2)CC1)c1ccccc1NS(=O)(=O)c1ccc(F)cc1	-0.7	-1	15	4	-3	-2	4	-4	-5	i

# Further compounds:
Compound	LMPTP inh	STEP block	CendR NRP1 mod	SUMO1 PPI mod	Scp-1 inhibitor	DNMT1 block	MT1-MMP act inh	SKN-1 block	NadD block	Rpn11 inh
COCCN1CCN(C(=O)c2cc(COc3cncc(Cl)c3)on2)CC1	-1.1	0	-12	3	-5	0	2	9	-4	i
CCc1c(C)nc2cc(-c3cccc(Br)c3)[nH]n2c1=O	1.3	22	-6	12	93*	2	-14	-4	-5	i
Cc1cc(C)c(S(=O)(=O)Nc2ccccn2)c(C)c1	-0.9	0	3	1	-4	-2	3	-7	-5	i
Cc1ccccc1NC(=O)Cc1nnc(SCC(=O)c2ccc(Br)cc2)n1C	0.4	7	-13	-1	5	-2	4	0	1	i
COc1ccc2c(CC(=O)OCC(=O)Nc3cccc(C)c3)coc2c1	1.9	0	-18	3	5	50*	-2	-10	7	i
CCSC1=NN2CCS(=O)(=O)N=C2S1	-0.3	-1	9	3	-8	2	1	-10	2	i
C=CCn1c(O)c(N=Nc2ccccc2[N+](=O)[O-])c2ccccc21	1.3	1	11	-16	.	18	5	13	-7	i
Cc1cccc(N2CCN(c3cccc(C)c3)C2c2cccnc2)c1	0.4	-2	5	-1	-4	-5	-11	12	-6	i
Cc1ccc(C(=O)OCC(=O)NC2CCCCC2)s1	-1.6	0	3	-3	-1	4	0	7	-4	i
CC(C)CCNC(=O)c1ccc2c(SCC(=O)O)c3c(nc2c1)CCCC3	-1.6	-2	-6	-11	-1	-5	3	11	3	i
O=C(CSc1nc2ccc(Nc3nc(N4CCOCC4)nc(N4CCOCC4)n3)cc2s1)NCc1ccco1	2.9	-2	1	3	3	-9	-2	2	8	i
CC(=O)N1N=C(c2ccco2)CC1c1ccc(Cl)o1 (stereo not drawn)	-0.5	0	1	5	-1	4	0	11	3	i
CC(C)(CC(=O)O)CC(=O)Nc1ccccc1Oc1ccccc1	-1.1	-2	9	-1	-10	2	2	-10	-7	i
O=C1c2ccccc2S(=O)(=O)c2cc(C(=O)N3CCCC3)ccc21	-1.1	0	-12	-39	-5	-1	1	3	-9	i
O=C(Cn1nnc(-c2ccc(N3CCOCC3)cc2)n1)OC1CCCCC1	0.4	0	14	3	1	-1	3	12	-1	i
Cc1cccc(C(=O)OCCN2CCOCC2)c1	0.1	-2	-9	4	-8	4	1	10	0	i
Cc1[nH]c2ccccc2c1Cc1n[nH]c(=S)o1	-1.7	0	-10	1	-9	-1	0	15	3	i
O=c1c2c(-c3ccc(Cl)cc3)csc2nc2n1CCC2	0.7	-1	0	2	-4	12	3	21	-3	i
CCOc1ccc(N(CC(=O)Nc2ccc(OC)cc2)S(C)(=O)=O)cc1	-0.5	4	0	-2	-5	-3	0	3	-5	i
CC(CC(=O)Nc1ccc(Cl)c([N+](=O)[O-])c1)c1ccccc1 (stereo not drawn)	-1.0	-1	-8	9	-10	3	-3	1	-13	i
Cc1c(Cl)cccc1NC(=S)NNS(=O)(=O)c1ccc([N+](=O)[O-])cc1	-1.4	0	-2	-27	-6	3	-3	-1	2	i
CCOc1ccc(-n2c(=O)c3c(C)c(C(=O)N(C)C)sc3n(CC(=O)Nc3ccccc3F)c2=O)cc1	-0.9	2	2	3	2	0	0	10	3	i
Cc1cc(C)c(OCCN2CCCC2)c(Cl)c1	-2.2	-3	9	4	-4	2	7	-25	-4	i
Cc1[nH]c2ccccc2c1/C=N/NC(=O)CNC(=O)c1ccc2c(c1)OCCO2	0.6	0	0	4	66*	-3	6	-16	0	i
Cc1ccc(-c2nsc(SCC(=O)Nc3ccc4c(c3)OCO4)n2)cc1	0.5	-1	1	0	-7	2	1	7	-7	i
N#CC(Cc1cc2ccccc2n1S(=O)(=O)c1ccccc1)OCc1ccccc1 (stereo not drawn)	2.1	-2	4	5	-7	0	-2	1	2	i
O=C(CN1CCN(c2ccc(Cl)cc2)CC1)NCc1ccccc1	-1.1	3	-5	0	-4	1	2	4	-6	i
Cc1ccc(/C=N/N=C/c2ccc(C)cc2)cc1	-0.2	0	-2	2	-10	0	7	-1	0	i
COc1ccc(C(=O)Nc2cc(-c3ccc(C)cc3)no2)cc1	0.8	94*	14	0	-1	5	0	-6	-4	i
O=C(CCN1C(=O)c2ccccc2C1=O)N1CCN(c2ccccc2)CC1	-0.6	0	2	-4	-6	1	-6	18	-5	i
COc1ccc(OC)c(NC(=S)N2CCC(C(O)(c3ccccc3)c3ccccc3)CC2)c1	0.2	0	-6	1	-2	-4	-16	-1	-4	i
